# IP6K1 inhibitor: Primary qHTS assay for small molecule inhibitors of Inositol hexaphosphate kinase 1 (IP6K1); IP6K1 kinase, ADP-Glo luminescence, 2 h; hits give low values; Inositol hexakisphosphate kinase 1 (Homo sapiens), Q92551; 0.81% of 140,000 active; activity change, % (series mostly up to about 58 µM); in the data active means activity change below about -25%
# Target sequence (Q92551 whole entry, looked up): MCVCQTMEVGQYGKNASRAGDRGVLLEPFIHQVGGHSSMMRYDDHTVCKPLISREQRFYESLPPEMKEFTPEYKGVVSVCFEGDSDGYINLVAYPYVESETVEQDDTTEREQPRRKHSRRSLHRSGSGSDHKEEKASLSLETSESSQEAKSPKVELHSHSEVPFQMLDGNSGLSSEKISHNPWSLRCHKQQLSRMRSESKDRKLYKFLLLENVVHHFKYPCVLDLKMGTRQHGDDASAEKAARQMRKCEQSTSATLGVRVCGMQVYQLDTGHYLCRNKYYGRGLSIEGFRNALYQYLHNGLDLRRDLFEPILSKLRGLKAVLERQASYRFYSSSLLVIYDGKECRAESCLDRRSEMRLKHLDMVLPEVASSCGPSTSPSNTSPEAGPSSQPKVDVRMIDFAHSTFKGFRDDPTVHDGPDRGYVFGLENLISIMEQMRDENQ
#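 ADP-Glo luminescence measures ADP made by human IP6K1 during a 2 h RT reaction with ATP/IP6 (mix at 1.3 mM/130 uM); top library doses 57.5 and 19.1 uM final.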
# HEK cytotox: Cytotoxic Profiling in HEK 293 Cell Line of Diverse Libraries Using Quantitative High-Throughput Screening | Potency, µM (top dose mostly 115 µM), without a hit: at the top dose activity change, negative = cytotoxicity, actives largely listed as inhibitors | 6.6% of 94,000 active | HEK 293 viability, ATP luminescence (CellTiter-Glo), 48-72 h; further: potency means the concentration at half of the fitted maximal effect; nearly all actives have a fitted effect of over 60% in size
#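 CellTiter-Glo luminescence (cellular ATP) was read after 48 or 72 hr of compound exposure at 37 degree Celsius. Cells were HEK 293 plated at 250 cells/well.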
# SNCA expr inhib: Primary qHTS assay for inhibitors of alpha-synuclein gene (SNCA) expression. HEK-293 SNCA-luciferase knock-in, luminescence, 24 h. 0.17% of 140,000 active. Potency, µM (top dose mostly 57.2 µM), for the others: at the top dose activity change, negative = inhibition, hits mostly inhibitors;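 further: potency means the concentration at half of the fitted maximal effect; plate controls were DMSO cells for no effect and cell-free wells for full effect; nearly all actives have a fitted effect of over 45% in size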
# GPT2 inh: Primary qHTS assay for inhibitors of Glutamate pyruvate transaminase 2 (GPT2); 0.25% of 100,000 active; Recombinant GPT2, coupled pyruvate oxidase/HRP Amplex Red fluorescence; Potency, µM (series often up to 57.7 µM), without a hit: at the top dose activity change, negative = inhibition, hits mostly inhibitors; Alanine aminotransferase 2 (Homo sapiens), Q8TD30; further: potency means the concentration at half of the fitted maximal effect; nearly all actives have a fitted effect of over 60% in size; many of its hits are not listed in these tables
# Target sequence (Q8TD30 whole entry, looked up): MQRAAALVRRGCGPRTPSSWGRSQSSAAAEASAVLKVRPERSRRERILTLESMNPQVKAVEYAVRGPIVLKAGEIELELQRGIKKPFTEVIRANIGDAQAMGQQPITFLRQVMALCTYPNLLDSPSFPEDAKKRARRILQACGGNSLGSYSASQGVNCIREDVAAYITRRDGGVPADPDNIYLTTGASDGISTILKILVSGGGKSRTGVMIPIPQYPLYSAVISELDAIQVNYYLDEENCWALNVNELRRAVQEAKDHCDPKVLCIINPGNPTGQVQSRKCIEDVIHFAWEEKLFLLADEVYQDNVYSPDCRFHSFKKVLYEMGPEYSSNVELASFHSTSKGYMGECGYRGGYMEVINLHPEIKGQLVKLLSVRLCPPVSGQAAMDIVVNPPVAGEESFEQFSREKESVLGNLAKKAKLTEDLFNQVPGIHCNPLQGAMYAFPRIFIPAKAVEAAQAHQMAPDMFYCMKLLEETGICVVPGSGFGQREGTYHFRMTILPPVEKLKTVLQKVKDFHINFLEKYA
#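 Inhibition is scored from Amplex Red fluorescence generated when pyruvate oxidase and HRP act on pyruvate released by GPT2. Reactions contain 10ng/uL enzyme, 250uM a-KG and 2mM L-alanine and run 30 min at room temperature.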
# SNCA viab count: GF-AFC viability counterscreen for inhibitors of alpha-synuclein gene (SNCA) expression. HEK-293-SNCA-luc viability, GF-AFC fluorescence, 24 h. AID 1671193, 2021. 0.12% of 150,000 active. Potency, µM (doses to about 57.1 µM), inactives show at the highest dose activity change, negative = cytotoxicity, most hits filed as cytotoxic;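 further: potency means the concentration at half of the fitted maximal effect; 0% = DMSO-treated cells and -100% = medium-only wells without cells; nearly all actives have a fitted effect of over 30% in size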
#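 Cytotoxicity counterscreen: after 24 h compound treatment of genome-edited SNCA-luciferase HEK-293 cells, live-cell protease substrate GF-AFC read by fluorescence after 30 min; activity scaled between DMSO (0%) and medium-only (-100%), curves Hill-fitted.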
# 3T3 cytotox: Cytotoxic Profiling in NIH 3T3 Cell Line of Diverse Libraries Using Quantitative High-Throughput Screening. NIH 3T3 viability, CellTiter-Glo ATP luminescence, 48-72 h. Potency, µM (doses to about 96.7 µM), without a hit: top-dose activity change, negative = cytotoxicity, actives largely listed as inhibitors. 4.3% of 94,000 active. AID 1345082, 2018; further: potency means the concentration at half of the fitted maximal effect; nearly all actives have a fitted effect of over 55% in size
#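 First NIH 3T3 cells are plated at 400 cells/well; next compound is pinned in; then plates incubate 48 or 72 hr at 37 °C; finally CellTiter-Glo is added and luminescence read after 10 min.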
# FLuc inh: Firefly luciferase inhibition profiling of diverse chemical library using quantitative high-throughput screening. Potency, µM (doses to about 115 µM), for inactives: at the highest dose activity change, negative = inhibition, usual class: inhibitors. purified P. pyralis luciferase, luminescence, biochemical. 2.5% of 76,000 active. Luciferin 4-monooxygenase (Photinus pyralis), P08659; further: potency means the concentration at half of the fitted maximal effect; nearly all actives have a fitted effect of over 65% in size
#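 Luminescence read by CCD imaging after purified firefly luciferase (10nM final) was added to substrate buffer holding 10uM D-luciferin and 10uM ATP, pH 7.5, pre-dosed with compound.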
# Numbers without * were called inactive; i = inactive; ? = inconclusive; . = not tested or not shown; & = joins results of further samples; [ ] = remark or other dose. Unless noted, the call rests on the fitted dose curve; in most records, active means well fitted curve in the direction sought with a large enough effect; inconclusive means small, poorly fitted or top-dose-only effect, or another doubt; inactive means no such curve, though single readings can be large; an effect the other way counts as inactive or inconclusive. Unless noted, on the % scale 0 is the no-effect control and ±100 the full control effect.
SMILES,IP6K1 inhibitor,HEK cytotox,SNCA expr inhib,GPT2 inh,SNCA viab count,3T3 cytotox,FLuc inh
COc1ccccc1CCNC(=O)Cn1ccc2cc(S(=O)(=O)N3CCCCC3)ccc21,-5.1,.,?,.,-15.5%,.,.
COc1ccc(Cl)cc1-n1nnc(-c2nsc(NC(=O)c3ccccc3Cl)n2)c1C,1.7,.,?,.,-3.6%,.,.
c1ccc(-c2ccc3ncc(Nc4ncccn4)n3n2)cc1,-5.9,?,29.6%[87.6 µM],i,4.1%[87.6 µM],?,-28.9%[230 µM]
COc1ccc(CNC2(Cc3cc(CN(C)Cc4ccccc4)on3)COC2)c(O)c1,9.6,-0.4%[172 µM],-7.3%[87.6 µM],1.6%[88.5 µM],3.1%[87.6 µM],1.0%[138 µM],-4.1%[172 µM]
CCOc1cccc(CN2CC[C@H](CNC(=O)NC)[C@H](N(C)C)C2)c1,19.7,-1.0%,-10.3%,i,-5.3%[12.5 µM],-2.3%,8.8%
Cc1ccc2nc(COc3ccccc3NC(=O)c3ccccc3F)cc(=O)n2c1,2.7,.,-7.5%,.,5.5%,.,.
Cc1cccc(OCCSc2nnc(-c3cccs3)o2)c1,24.9,.,?,.,8.8%,.,.
COc1cc(C(=O)NCC(c2cccnc2)N2CCN(c3ccc(F)cc3)CC2)cc(OC)c1OC (stereo not given),11.4,.,24.8%,.,-2.8%,.,.
CN(C)C(=O)C1CN(C(=O)Cc2ccccc2Cl)CC12CCOCC2 (stereo not given),19.7,?,-14.8%,-15.1%,-4.7%,-7.8%,-2.6%
Cn1c(SCc2ccccc2Cl)nc2c([nH]c3ccccc32)c1=O,13.6,.,26.4%,.,-4.0%,.,.
O=C(CN1CCN(Cc2cnc(-c3ccccn3)nc2)CC1)N1CCCC1,17.4,-23.0%,18.9%,i,-0.1%,-2.6%,5.3%
CCOc1ccc(NC(=O)CC2CCOCC2)cc1,4.9,-9.8%,98.2%[activator],i,-7.3%[12.5 µM],2.1%,?
OCC1(CCc2ccccc2)CCNCC1,7.9,i,4.5%,i,4.6%,i,-6.7%
COc1ccc(C)cc1NC(=O)CCNS(=O)(=O)c1cccc2nonc12,-10.4,.,-14.4%,.,1.9%,.,.
CCc1ccc(S(=O)(=O)N2c3ccccc3CC2c2nnc(C3CCOCC3)o2)cc1 (stereo not given),-7.5,?,?,-16.3%,-5.7%,-26.2%,5.1%

# Sorted by formula weight (low to high): some entries from above
SMILES,IP6K1 inhibitor,HEK cytotox,SNCA expr inhib,GPT2 inh,SNCA viab count,3T3 cytotox,FLuc inh
OCC1(CCc2ccccc2)CCNCC1,7.9,i,4.5%,i,4.6%,i,-6.7%
CCOc1ccc(NC(=O)CC2CCOCC2)cc1,4.9,-9.8%,98.2%[activator],i,-7.3%[12.5 µM],2.1%,?
Cc1cccc(OCCSc2nnc(-c3cccs3)o2)c1,24.9,.,?,.,8.8%,.,.
Cn1c(SCc2ccccc2Cl)nc2c([nH]c3ccccc32)c1=O,13.6,.,26.4%,.,-4.0%,.,.
COc1ccc(C)cc1NC(=O)CCNS(=O)(=O)c1cccc2nonc12,-10.4,.,-14.4%,.,1.9%,.,.
Cc1ccc2nc(COc3ccccc3NC(=O)c3ccccc3F)cc(=O)n2c1,2.7,.,-7.5%,.,5.5%,.,.
COc1ccc(CNC2(Cc3cc(CN(C)Cc4ccccc4)on3)COC2)c(O)c1,9.6,-0.4%[172 µM],-7.3%[87.6 µM],1.6%[88.5 µM],3.1%[87.6 µM],1.0%[138 µM],-4.1%[172 µM]
CCc1ccc(S(=O)(=O)N2c3ccccc3CC2c2nnc(C3CCOCC3)o2)cc1 (stereo not given),-7.5,?,?,-16.3%,-5.7%,-26.2%,5.1%
COc1ccc(Cl)cc1-n1nnc(-c2nsc(NC(=O)c3ccccc3Cl)n2)c1C,1.7,.,?,.,-3.6%,.,.
COc1cc(C(=O)NCC(c2cccnc2)N2CCN(c3ccc(F)cc3)CC2)cc(OC)c1OC (stereo not given),11.4,.,24.8%,.,-2.8%,.,.

# New compounds follow
SMILES,IP6K1 inhibitor,HEK cytotox,SNCA expr inhib,GPT2 inh,SNCA viab count,3T3 cytotox,FLuc inh
NC1CC(c2cc(N3CCN(c4cnccn4)CC3)nc(C3CC3)n2)C1 (stereo not given),1.3,?,60.1%[activator],-6.2%,-2.3%,?,-2.8%
CCOc1ccc(-c2noc(CSc3nnc(-c4ccccc4)n3-c3ccccc3)n2)cc1,-8.0,.,-1.4%,.,3.5%,.,.
Cn1cnc(C(=O)N[C@@H]2CN(c3ncccn3)C[C@H]2CO)c1,1.3,-1.4%,5.2%,i,7.5%,-9.3%,-11.5%
COc1ccc(NC(=O)C2(C)CCCc3cnc(Nc4ccccc4)nc32)cn1 (stereo not given),0.6,89.1µM*,7.9%[87.6 µM],-12.1%[88.5 µM],?,79.4µM*,-5.8%[172 µM]
O=C(Nc1ccccc1)N[C@H]1CO[C@H]2[C@@H]1OC[C@@H]2Nc1nccc(-c2cccs2)n1,-10.3,63.1µM*,34.1%[activator][87.6 µM],-3.6%[88.5 µM],-15.7%[87.6 µM],?,?
CC(C)(N)C(=O)N[C@H](COCc1ccccc1)C(=O)N1CCC2(CC1)CN(S(C)(=O)=O)c1ccccc12,10.8,.,41.9%,-0.8%,-31.9%&-19.3%,.,.
COc1cc2c(cc1OC)C(C[C@H]1CN(C(=O)c3ccccc3)CC[C@H]1CC(=O)O)=NCC2,8.1,-4.9%,-1.6%,?,8.2%,-2.4%,-4.5%
COC(=O)[C@@H](Cc1cccnc1)NC(=O)[C@H]1CN(S(=O)(=O)c2ccccc2)CCN1C(=O)c1cccs1,-6.4,4.4%,17.1%,-6.4%,3.5%,4.7%,-1.6%
CCOc1ccc(CN2C[C@@H](COC)[C@H](C(=O)N(C)C)C2)cc1OC,4.1,-6.6%,3.1%,i,0.8%,-8.9%,2.2%
Cn1c(C(=O)NCC2CC2)nc2nc(-c3ccccc3)c(Cl)cc21,3.2,-5.6%[172 µM],-28.9%[87.6 µM],4.4%[88.5 µM],1.4%[87.6 µM],?,-4.8%[172 µM]
C[C@]1(CO)[C@H]2Cc3sc(NC(=O)c4ccco4)nc3[C@@H](CC(=O)N3CCC(C(N)=O)CC3)[C@]2(C)CC[C@H]1O,2.2,i,-21.4%,-4.2%,-1.1%,4.9%,-1.6%
COC(=O)c1cc2occc2n1Cc1ccc(F)cc1Cl,-11.1,.,-14.3%,.,4.9%,.,.
COc1ccccc1CNC(=O)Cc1c(C)c2c(cc(C)c3c(C)coc32)oc1=O,-14.3,.,12.8%,.,2.0%,.,.
CC(=O)c1nn(-c2ccc(OC(F)(F)F)cc2)nc1Nc1ccc(C)cc1,-15.2,.,17.3%,.,3.6%,.,.
OC(c1cc(C(F)(F)F)nc2c(C(F)(F)F)cccc12)C1CCCCN1 (stereo not given),.,.,-1.2%,-2.5%,-2.5%,.,.
c1ccc(-c2noc(-c3cccnc3NCc3ccco3)n2)cc1,-13.0,.,16.9%,.,7.7%,.,.
CC(=O)N1c2ccccc2C(=O)C1N1CCN(c2ccccc2F)CC1 (stereo not given),5.7,.,14.5%,.,14.8%,.,.
O=C(Nc1cccc2c1CCCC2)N1CCOc2ccc(Cl)cc21,10.3,.,-3.5%,.,-2.0%,.,.
CN1CCC(NC[C@H]2COCc3nc4cccnc4n32)CC1,-9.9,-0.6%[172 µM],8.8%[87.6 µM],3.3%[88.5 µM],-0.4%[87.6 µM],3.0%[138 µM],-2.6%[172 µM]
Cc1ccc(N2Cc3c(NC4CCCC4)ncnc3N(C)CC2=O)cc1,-12.0,-5.4%,35.9%[activator],i,12.2%,-23.3%,-2.7%
Cc1cccc(-c2nc(N3CCN(c4ccc(F)cc4)CC3)c3ccccc3n2)c1,0.4,.,-17.4%,.,0.3%,.,.
COc1ccc(C(=O)N2CCC[C@H]2c2nc(-c3ccc(OC)c(OC)c3)no2)c(C)c1,3.9,?,19.8%,?,-16.1%,?,2.9%
c1cncc(CN2CCc3c(sc4ncnc(N5CCOCC5)c34)C2)c1,-3.6,?,-25.7%,i,-6.8%,?,6.2%
O=C1CCN(S(=O)(=O)c2ccccc2)CCCN(C(=O)Nc2ccccc2F)CCN1,-2.1,i,14.1%,i,4.0%,-0.2%,7.2%
CCc1noc(-c2ccn3c(CNC(=O)c4ccccn4)nnc3c2)n1,6.5,-3.5%,-0.6%,i,0.9%,-12.5%,2.5%
Cc1cc(=O)n(CC(=O)Nc2ccc(Br)cc2)c(N2CCC(C)CC2)n1,13.0,39.8µM*,-14.8%,i,-9.8%,?,5.5%
CCN(CC)C(=O)CC[C@@H]1CNC(=O)[C@@H]2C[C@H](N)CN12,0.4,2.0%[230 µM],-14.0%[87.6 µM],1.6%[88.5 µM],-1.4%[87.6 µM],2.9%[174 µM],4.6%[230 µM]
CN1CCC(NC(=O)C2(C)CN(C)Cc3ccc(Nc4ccccc4)nc32)CC1 (stereo not given),-0.6,?,7.2%[87.6 µM],i,-16.4%[87.6 µM],?,-9.1%[172 µM]
COCC(=O)N1CCc2nc(N(C)CCc3ccncc3)[nH]c(=O)c2CC1,11.1,1.0%,0.4%,-10.9%,-5.8%,i,1.7%
CCC(=O)NCc1cc(-c2nn(C)c(=O)c3ccccc23)ccc1OC,1.2,.,52.1%[activator],.,-2.1%,.,.
COCCOC1CN(C2CCN(Cc3ccc(F)c(F)c3)CC2)C12CCCCC2 (stereo not given),0.5,?,-6.8%,-1.9%,-8.9%,?,5.6%
CN1CCCN(S(=O)(=O)c2ccc(Cl)s2)c2ccccc21,-1.9,?,-11.5%,5.0%,-13.4%,?,-9.8%
NC(=O)c1cc(S(=O)(=O)N2CCN(c3cccc(C(F)(F)F)c3)CC2)cs1,-12.0,.,-18.5%,.,6.4%,.,.
CC(C(=O)N1CCC(C(=O)N2CCCCCCNC(=O)CC2)CC1)c1ccccc1 (stereo not given),-4.9,-3.6%,-19.9%,-8.0%,2.7%,-11.7%,-2.9%
COc1ccc(C2Cn3nnc(-c4nc(-c5ccc(F)c(F)c5)no4)c3CO2)cc1 (stereo not given),7.6,-4.7%,3.4%,i,7.1%,-13.3%,10.9%
CSc1ccc(-c2cccc(CN3CCC(NC(=O)C4CC4)CC3)c2)cc1,-0.6,-23.6%,.,.,.,-28.3%,.

# Some of the compounds tested; rates above refer to the full screens.
